Efflux pump inh: blocks antifungal efflux pumps in multiplex yeast assay. S. cerevisiae Candida pump triplex, Nile Red efflux. inhibition, % at 10 µM. 0.44% of 330,000 active;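 active means plate passing quality check with inhibition over a set limit, or well fluorescence over plate mean plus 4 SD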;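 further: Nile Red retained in pooled yeast measured as flow cytometry median fluorescence; 0% = buffer negative control and 100% = Enniatin B positive control; higher means more Nile Red kept so more efflux inhibition; some compounds called inactive have numbers as strong as hits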
PME-1 inh: PME-1 (human) inhibition; inhibition, % at 5.9 µM; Q9Y570; recombinant PME-1, FP-Rh probe fluorescence polarization; 0.53% of 320,000 active;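 active means inhibition above the campaign mean of all compounds plus 3 SD, cut at about 26% in these data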;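 further: competitive labeling of PME-1 active site by serine hydrolase directed probe; 0% = PME-1 with DMSO and 100% = wells lacking PME-1 enzyme; inhibitors block probe labeling so polarization falls and inhibition rises; many of its hits are not listed in these tables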
Bcl-xL primary: Bcl-xL (human) inhibition. GST-Bcl-xL / FITC-Bim BH3 peptide fluorescence polarization. Q07817. 0.7% of 320,000 active. inhibition, % at 10.9 µM;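 active means inhibition above the mean of all tested compounds plus 3 SD, cutoff set per campaign, cut at about 30% in these data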;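 further: 0% = DMSO wells and 100% = unlabeled Bim-BH3 peptide competitor; inhibitors lower millipolarization by displacing the labeled peptide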
Target sequence (Q07817 whole entry, looked up): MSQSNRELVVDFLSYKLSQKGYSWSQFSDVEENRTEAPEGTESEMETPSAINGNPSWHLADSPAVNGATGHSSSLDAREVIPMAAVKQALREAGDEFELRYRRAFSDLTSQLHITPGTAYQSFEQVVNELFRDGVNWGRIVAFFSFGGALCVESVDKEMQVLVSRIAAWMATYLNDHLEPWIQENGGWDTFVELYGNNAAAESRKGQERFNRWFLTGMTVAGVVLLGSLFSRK
MEX-5 binding: C. elegans MEX-5 TCR-2 RNA binding activity. Q9XUB2. activity score (negative = inhibition of binding), % at 10 µM. 0.38% of 300,000 active. AID 1832. MEX-5/FITC-TCR2 RNA binding, fluorescence polarization; active compounds read low;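 active means inhibition past about -25% in most replicates, and total fluorescence under double the plate's negative control median, limit read from the data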;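 further: 0% = DMSO and -100% = 5 µM competing unlabeled TCR2 RNA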
Target sequence (Q9XUB2 whole entry, looked up): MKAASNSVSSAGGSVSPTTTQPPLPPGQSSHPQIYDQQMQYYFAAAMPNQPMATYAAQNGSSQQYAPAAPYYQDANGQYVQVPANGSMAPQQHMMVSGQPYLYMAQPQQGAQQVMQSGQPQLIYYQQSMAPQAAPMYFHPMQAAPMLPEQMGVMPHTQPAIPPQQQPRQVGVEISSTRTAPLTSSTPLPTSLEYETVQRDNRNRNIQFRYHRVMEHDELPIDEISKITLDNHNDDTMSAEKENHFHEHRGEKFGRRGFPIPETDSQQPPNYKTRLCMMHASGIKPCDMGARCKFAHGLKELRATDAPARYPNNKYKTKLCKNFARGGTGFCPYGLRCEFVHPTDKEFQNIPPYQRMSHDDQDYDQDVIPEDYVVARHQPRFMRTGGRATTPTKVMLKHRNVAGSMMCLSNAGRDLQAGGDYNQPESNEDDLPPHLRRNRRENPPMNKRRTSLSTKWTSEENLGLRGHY
GRK2 aptamer HTS: blocks RNA aptamer binding to human GRK2 | bead flow cytometry, FAM-aptamer displacement from GRK2 | inhibition of aptamer binding, % at 10 µM | 0.59% of 330,000 active;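 active means inhibition of aptamer binding above 40%, roughly 3 SD of noise, on plates passing a quality check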;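 further: median bead fluorescence of bound FAM aptamer so fluorescent compounds give negative values; no value below 0 was filed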
GLD-1 RNA inh: GLD-1-TGE RNA interaction inhibition (C. elegans); Q17339; purified GLD-1 + fluorescein TGE RNA, fluorescence polarization; inhibition, % at 5.96 µM; 0.44% of 320,000 active; AID 2280;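 active means percent inhibition above a per-plate cutoff, the plate mean of test compounds plus 3 SD, cut at about 30% in these data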;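 further: 0% = DMSO wells with GLD-1 and probe and 100% = wells lacking GLD-1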
Fam108B counter: counter-screen for RBBP9 inhibitors: inhibitors of mouse Fam108B | recombinant Fam108B, FP-Rh probe fluorescence polarization | inhibition, % at 9.51 µM | 0.33% of 300,000 active | AID 1947;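 active means inhibition above the screen mean inhibition plus 3 SD, computed separately per campaign, cut at about 18% in these data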;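 further: inhibitors lower polarization as less probe binds the enzyme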
VLA-4 inh: inhibition in a human VLA-4 binding assay | P13612 | VLA-4 expressing cells, ligand binding flow cytometry | AID 2557 | 0.2% of 330,000 active | inhibition, % (about 7 µM as worked out from the volumes in the protocol); in the data active means inhibition above about 50%
MCL1-BIM inh: MCL1-BIM-BH3 interaction inhibition (human); inhibition, % at 10.9 µM; GST-MCL1 / FITC-Bim-BH3 fluorescence polarization; Q07820; 0.68% of 320,000 active; AID 2057;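 active means inhibition above the mean inhibition of all tested compounds plus 3 SD, set per campaign, cut at about 40% in these data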;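 further: 0% = DMSO wells and 100% = unlabeled Bim-BH3 peptide control; higher means more loss of mP so more displacement of Bim peptide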
Target sequence (Q07820 whole entry, looked up): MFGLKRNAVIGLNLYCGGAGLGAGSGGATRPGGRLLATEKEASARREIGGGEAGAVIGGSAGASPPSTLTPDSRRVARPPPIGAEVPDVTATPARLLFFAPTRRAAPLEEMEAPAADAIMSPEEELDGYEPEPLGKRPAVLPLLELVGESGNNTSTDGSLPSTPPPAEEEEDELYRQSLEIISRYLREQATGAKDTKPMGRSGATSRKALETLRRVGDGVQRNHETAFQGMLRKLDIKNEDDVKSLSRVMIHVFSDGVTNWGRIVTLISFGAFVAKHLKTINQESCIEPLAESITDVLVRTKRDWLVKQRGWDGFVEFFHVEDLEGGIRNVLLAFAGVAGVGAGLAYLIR
An asterisk follows results filed as active; / = not tested or not shown.

1. CC(=O)Nc1ccc(/C=N/Nc2nncc3ccccc23)cc1
2. O=C(NCCOC(=O)c1ccc(C(=O)OCCNC(=O)c2ccccc2)o1)c1ccccc1
3. CCN(c1ccccc1)S(=O)(=O)c1nnc(NC(=O)c2ccccc2OC)s1
4. Cc1sc2nc(C(C)Nc3ccccc3N3CCOCC3)[nH]c(=O)c2c1C (stereo not drawn)
5. Cc1c(C(=O)Nc2ccc(C(=O)Nc3ccccc3)cc2)cccc1[N+](=O)[O-]
6. COc1ccc2[nH]c(C)c(CCNC(=S)Nc3ccc(C)cc3)c2c1
7. COc1cccc(C2=NOC(C(=O)Nc3ccc(OC)c(OC)c3)C2)c1 (stereo not drawn)
8. CS(=O)(=O)c1cccc(S(=O)(=O)N2CCN(c3ccccn3)CC2)c1
9. COn1c(SCc2cccnc2)nc2ccccc2c1=O
10. Cc1cccc(-c2cc(C(=O)N3CCCc4ccccc43)c3ccccc3n2)c1
Compound	1	2	3	4	5	6	7	8	9	10
GRK2 aptamer HTS	0	0	0	0	3	0	3	0	2	3
MCL1-BIM inh	/	5	0	-8	-1	10	2	/	19	0
VLA-4 inh	3	6	9	8	11	22	-1	1	2	19
MEX-5 binding	-4.1	-0.6	3.2	2.1	1.3	-1.4	2.3	2.0	1.3	0.9
Efflux pump inh	0.0	-0.1	-0.1	0.1	0.2	0.0	-0.1	-0.1	-0.1	-0.1
GLD-1 RNA inh	/	2	5	-6	-7	6	2	/	9	-2
Bcl-xL primary	/	1	4	-6	-1	6	3	/	4	3
Fam108B counter	/	7	-3	-10	2	3	-1	/	-2	-8
PME-1 inh	/	1	-3	0	-3	10	-3	/	6	-7

11. CCOc1ccc(S(=O)(=O)Nc2ccncc2)c(C)c1C
12. Cc1ccsc1/C=N/n1c(-c2cc(-c3ccccc3)n[nH]2)n[nH]c1=S
13. CCOC(=O)c1cnc2ccccc2c1NCc1ccco1
14. c1ccc(COc2ccc(Nc3ncnc4nc[nH]c34)cc2)cc1
15. CC(=O)[C@@]1(O)C(C)CC2C3C=C(C)C4=Cc5c(cnn5-c5ccccc5)C[C@]4(C)C3C(O)C[C@@]21C (stereo partly drawn)
16. O=C1CC(c2ccc(F)cc2)Sc2ccccc2N1 (stereo not drawn)
17. Cc1ccccc1NC(=O)COC(=O)CCc1nc2ccccc2c(=O)[nH]1
18. O=C(CSc1nnc(-c2cccs2)o1)N1CCCCC1
19. O=C(COC(=O)C1(c2ccc(Cl)cc2)CCCC1)N1CCc2ccccc21
20. Cc1c(NC(=O)/C(C#N)=C\c2cccs2)c(=O)n(-c2ccccc2)n1C
Compound	11	12	13	14	15	16	17	18	19	20
GRK2 aptamer HTS	0	2	3	0	1	2	5	2	0	0
MCL1-BIM inh	-14	-11	2	1	0	-2	3	0	5	9
VLA-4 inh	-6	21	4	7	16	4	-8	-13	15	13
MEX-5 binding	0.4	-0.5	1.0	2.3	-0.1	0.9	-0.7	-2.2	-1.6	-0.6
Efflux pump inh	-0.3	0.2	0.2	0.6	-0.2	0.1	0.0	-0.2	0.4	0.1
GLD-1 RNA inh	0	7	3	2	3	9	1	2	1	-10
Bcl-xL primary	-26	-26	0	-1	6	4	6	3	5	1
Fam108B counter	3	5	-4	3	-4	1	2	-2	-4	2
PME-1 inh	-6	35*	10	17	-7	8	1	-2	-4	2

3 compounds out of the list, arranged by length of the SMILES, descending.
17. Cc1ccccc1NC(=O)COC(=O)CCc1nc2ccccc2c(=O)[nH]1
6. COc1ccc2[nH]c(C)c(CCNC(=S)Nc3ccc(C)cc3)c2c1
13. CCOC(=O)c1cnc2ccccc2c1NCc1ccco1
Compound	17	6	13
GRK2 aptamer HTS	5	0	3
MCL1-BIM inh	3	10	2
VLA-4 inh	-8	22	4
MEX-5 binding	-0.7	-1.4	1.0
Efflux pump inh	0.0	0.0	0.2
GLD-1 RNA inh	1	6	3
Bcl-xL primary	6	6	0
Fam108B counter	2	3	-4
PME-1 inh	1	10	10

Additional records
21. O=C1c2ccccc2NC(c2cccc([N+](=O)[O-])c2)N1CCc1ccccc1 (stereo not drawn)
22. Cc1ccc(-c2ccc(/C=N/n3cnnc3)o2)cc1
23. O=C(CSc1nc(NS(=O)(=O)c2ccccc2)cc(=O)[nH]1)Nc1ccc(F)cc1
24. CN(Cc1nc2ccccc2[nH]1)C(=O)C1CCC(=O)N(C2CCCC2)C1 (stereo not drawn)
25. Cc1ccc(C(=O)OCC(=O)c2c(N)n(C)c(=O)n(C)c2=O)cc1S(=O)(=O)N1CCCCC1
26. O=C(COc1cc2oc(=O)cc(-c3ccccc3)c2cc1Cl)NCc1ccccn1
27. CC1CCCN(c2ccc(/C=C(\C#N)c3nn(-c4ccccc4)c(N)c3C#N)cc2[N+](=O)[O-])C1 (stereo not drawn)
28. CNC(=O)c1cc2c(ccc3ccccc32)oc1=N
29. CCCNc1nc(C)cc(-c2cc(C(=O)NC3CCCC3)on2)n1
30. Cc1ccc(S(=O)(=O)NC2CCCC(C(=O)O)C2)cc1 (stereo not drawn)
Compound	21	22	23	24	25	26	27	28	29	30
GRK2 aptamer HTS	0	0	0	0	7	0	0	1	0	0
MCL1-BIM inh	-7	3	10	-4	12	5	6	32	-1	10
VLA-4 inh	11	1	2	12	4	-103	-11	3	26	0
MEX-5 binding	-1.9	1.2	2.6	3.3	0.4	0.1	-1.3	-13	-0.1	-1.4
Efflux pump inh	0.2	0.2	-0.1	-0.3	0.5	-0.1	0.2	-0.1	0.0	0.0
GLD-1 RNA inh	-4	0	-4	6	-4	1	4	14	4	-1
Bcl-xL primary	-2	4	5	1	7	4	8	27	0	5
Fam108B counter	1	-1	-8	8	3	3	-5	-2	-4	2
PME-1 inh	8	-4	-20	-8	19	4	6	2	0	1

31. CCN(CC)c1ccc(/C=N/Nc2cccc(C)c2)c(O)c1
32. O=C1CN(C(=O)COC(=O)CCC(=O)c2ccc(F)cc2)c2ccccc2N1
33. O=C(Cn1cnc2cc([N+](=O)[O-])ccc2c1=O)NCc1ccc(Cl)cc1
34. COc1ccc(-c2noc(CN(C(=O)c3ccoc3C)C(C)C)n2)cc1
35. O=C(O)CSc1nnc(NC(=O)CN2CCOCC2)s1
36. Cc1ccc(S(=O)(=O)N(C)C)cc1NC(=O)c1cncc(Br)c1
37. O=C1CSc2ccc(S(=O)(=O)CCC(=O)NC3CCCCC3)cc2N1
38. CC(OC(=O)c1ccccc1NCCO)C(=O)NC1CCCCC1C (stereo not drawn)
39. CN(C)c1nc(N(C)C)n(C(=O)c2ccc(F)cc2)n1
40. COc1ccc(/C(O)=C2/C(=O)C(=O)N(Cc3cccnc3)C2c2ccncc2)cc1F (stereo not drawn)
Compound	31	32	33	34	35	36	37	38	39	40
GRK2 aptamer HTS	0	5	0	0	3	2	6	9	4	0
MCL1-BIM inh	14	/	-9	3	-1	-4	-2	2	-5	-3
VLA-4 inh	-18	-13	-6	-1	1	26	26	0	9	2
MEX-5 binding	-0.5	/	1.9	2.4	1.5	2.1	-2.2	0.8	0.7	-2.1
Efflux pump inh	-0.1	0.1	-0.1	0.0	-0.2	0.0	0.3	0.0	0.0	0.1
GLD-1 RNA inh	5	4	0	0	0	-5	3	-1	1	3
Bcl-xL primary	14	/	-3	-1	-1	6	4	-1	-4	7
Fam108B counter	-1	/	-1	-1	3	2	0	1	-3	2
PME-1 inh	0	/	2	1	-3	5	5	2	0	-7

Of the compounds above, two have a cyano group:
20. Cc1c(NC(=O)/C(C#N)=C\c2cccs2)c(=O)n(-c2ccccc2)n1C
27. CC1CCCN(c2ccc(/C=C(\C#N)c3nn(-c4ccccc4)c(N)c3C#N)cc2[N+](=O)[O-])C1 (stereo not drawn)
Compound	20	27
GRK2 aptamer HTS	0	0
MCL1-BIM inh	9	6
VLA-4 inh	13	-11
MEX-5 binding	-0.6	-1.3
Efflux pump inh	0.1	0.2
GLD-1 RNA inh	-10	4
Bcl-xL primary	1	8
Fam108B counter	2	-5
PME-1 inh	2	6

Other records:
41. CCc1cc2ccc(C)cc2nc1SCC(=O)Nc1c[nH]c(=O)[nH]c1=O
42. O=C(c1ccccc1)N(Cc1ccccc1)Cc1ccccc1
43. COc1cccc(Nc2nc3ccccc3n2C(C)C)c1
44. COCCNC(=O)c1cc(Sc2nnc(C)s2)nc2ccccc12
45. Cn1c(NCc2cccs2)nc2ccccc21
46. O=C(COC(=O)/C=C/c1ccc2c(c1)OCO2)Nc1ccc(S(=O)(=O)N2CCCC2)cc1
47. O/N=C1\CCCc2ccc(Cl)cc21
48. NC(=O)CSc1nnc2ccc(-c3ccc(Cl)cc3)nn12
49. CCOc1ccccc1N1CCN(CC(O)COCc2cccs2)CC1 (stereo not drawn)
50. COc1ccc2c(C)cc3nnnn3c2c1
Compound	41	42	43	44	45	46	47	48	49	50
GRK2 aptamer HTS	3	0	0	3	1	0	0	0	6	1
MCL1-BIM inh	-12	0	-5	10	-8	3	4	3	-4	1
VLA-4 inh	-4	2	16	-3	-3	7	14	9	3	2
MEX-5 binding	-1.3	1.0	2.5	-1.7	-1.1	0.9	-2.1	1.2	-0.3	-1.6
Efflux pump inh	0.2	0.1	-0.3	-0.1	-0.1	-0.2	0.1	0.0	-0.2	-0.3
GLD-1 RNA inh	1	5	6	4	7	0	-2	-1	7	-2
Bcl-xL primary	1	4	5	6	-5	0	1	-2	-3	4
Fam108B counter	-14	4	1	-4	-2	0	2	2	-2	-1
PME-1 inh	0	5	5	-3	-8	-2	-3	1	-2	-3

51. CCOc1ccccc1NC(=O)C1CCCN(S(=O)(=O)c2ccccc2)C1 (stereo not drawn)
52. COc1cccc(OC)c1OCCNCC1CSc2ccccc2O1 (stereo not drawn)
53. CCCN(CC(=O)Nc1cccc(S(N)(=O)=O)c1)CC(=O)Nc1ccc(F)c(F)c1F
54. CN(C)C(CNC(=O)c1coc2ccccc2c1=O)c1ccccc1 (stereo not drawn)
55. CCN(CC)S(=O)(=O)c1ccc(/C=C/C(=O)OCC(=O)NC(=O)C2COc3ccccc3O2)cc1 (stereo not drawn)
56. CC(=O)c1ccc(N=Cc2c(O)n(-c3cc(Cl)ccc3N3CCOCC3)c(=O)c3ccccc23)cc1
57. CCCCN(CCCC)c1nc(OC)nc(-n2nnc(C(C)=O)c2C)n1
58. Cc1cc([N+](=O)[O-])nn1CC(=O)N(C)C1CCCCC1
59. Cc1ccccc1-c1nc(CS(=O)(=O)CC(=O)Nc2cc(F)ccc2F)c(C)o1
60. C=CCOc1ccc(CNCc2cccnc2)cc1OCC
Compound	51	52	53	54	55	56	57	58	59	60
GRK2 aptamer HTS	0	0	2	1	2	0	2	0	0	0
MCL1-BIM inh	-2	7	2	-13	/	-3	8	-1	5	-2
VLA-4 inh	-10	26	0	10	0	26	4	-4	0	11
MEX-5 binding	1.0	2.9	0.8	0.3	/	4.8	0.1	-2.6	0.3	2.0
Efflux pump inh	0.3	0.0	-0.1	0.1	-0.1	0.4	0.0	0.2	0.1	0.1
GLD-1 RNA inh	-2	2	-5	2	5	0	5	-9	-2	2
Bcl-xL primary	2	7	-3	-7	/	-2	2	4	6	3
Fam108B counter	1	-5	0	-6	/	-5	0	0	4	1
PME-1 inh	-2	2	0	-4	/	-9	6	2	-3	-2

Screening results from PubChem.

Some of the compounds tested; rates above refer to the full screens.
